PRMT1 FP inh: inhibitors of human PRMT1. recombinant PRMT1, activity-based probe fluorescence polarization. inhibition, % at 2.79 µM. 1.3% of 370,000 active. AID 652257;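 active means inhibition above about 21% made by adding two undisclosed values, limit read from the data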
LEDGF integ inh: blocks HIV-1 LEDGF/p75-dependent DNA integration. TR-FRET IN-LEDGF/p75 DNA integration, Eu/Cy5. inhibition, % at 3.7 µM. 0.64% of 370,000 active. AID 743269;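 active means inhibition above the screen-wide mean plus 3 SD, cut at about 13% in these data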;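 further: signal is the Cy5 over europium emission ratio at 671 and 618 nm; 0% = plate median of compound wells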
NPR2 activator: GC-B (human) receptor activation; 0.11% of 370,000 active; P20594; HEK293-GC-B cells, CNP EC30, cGMP TR-FRET; 0% at EC30 CNP, 100% saturating CNP; AID 1920062; activation, % at 10 µM;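 active means activation at 10 µM reaching about 35% in either raw or pattern-adjusted values, limit read from the data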
TCR-CD3 inh: blocks the human TCR-CD3 interaction. 0.37% of 360,000 active. inhibition, % at 9.4 µM. TAMRA-labeled TCR probe fluorescence, biochemical; in the data active means inhibition above about 19%;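 further: recombinant mutant TCR 2C K166C tagged with TAMRA read by polarization; 0% = receptor in buffer alone and 100% = receptor with positive control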
TDP2 inh: blocks human TDP2 phosphodiesterase activity; inhibition, % at 12.8 µM; 0.34% of 370,000 active; O95551; recombinant TDP2, T5PNP hydrolysis, p-nitrophenol absorbance 415 nm;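 active means inhibition above the mean of all tested compounds plus 3 SD, set per campaign, cut at about 25% in these data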;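 further: 0% = DMSO with enzyme and 100% = buffer with substrate but no TDP2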
Target sequence (O95551 whole entry, looked up): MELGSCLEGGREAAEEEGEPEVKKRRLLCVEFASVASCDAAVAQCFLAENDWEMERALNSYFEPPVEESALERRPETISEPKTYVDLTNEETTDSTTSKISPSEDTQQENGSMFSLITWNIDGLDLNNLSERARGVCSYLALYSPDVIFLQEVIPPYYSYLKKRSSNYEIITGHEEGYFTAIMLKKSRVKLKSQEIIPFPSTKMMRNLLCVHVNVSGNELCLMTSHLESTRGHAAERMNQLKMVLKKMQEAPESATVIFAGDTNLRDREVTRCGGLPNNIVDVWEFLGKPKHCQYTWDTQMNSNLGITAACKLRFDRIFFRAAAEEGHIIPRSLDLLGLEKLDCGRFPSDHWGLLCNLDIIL
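System: recombinant human TDP2 / Amount: 120 nM TDP2 per well / Also added: 5 mM T5PNP chromogenic substrate / Doses: 12.8 µM single point, 1% DMSO / Incubation: 2 h at 37 °C / Detection: p-Nitrophenol epi absorbance / Evaluation: % inhibition relative to enzyme-containing and enzyme-free wells / Repeats: singlicate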
SIAE inh: human SIAE inhibition, primary screen; AID 1053197; 0.69% of 370,000 active; inhibition, % at 9.66 µM; SIAE FP-Rh probe binding, fluorescence polarization; Q9HAT2;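 active means inhibition above a cutoff: mean of compounds within the control limits plus 3 SD of those, cut at about 17% in these data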;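 further: 0% = plate median of compound wells and 100% = probe without SIAE protein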
MBD2 inh: MBD2-methylated oligo binding inhibition; TR-FRET, MBD2 binding to methylated oligonucleotide; inhibition, % at 4.4 µM; 0.31% of 370,000 active; in the data active means inhibition above about 13%
Target sequence (Q9UBB5 whole entry, looked up): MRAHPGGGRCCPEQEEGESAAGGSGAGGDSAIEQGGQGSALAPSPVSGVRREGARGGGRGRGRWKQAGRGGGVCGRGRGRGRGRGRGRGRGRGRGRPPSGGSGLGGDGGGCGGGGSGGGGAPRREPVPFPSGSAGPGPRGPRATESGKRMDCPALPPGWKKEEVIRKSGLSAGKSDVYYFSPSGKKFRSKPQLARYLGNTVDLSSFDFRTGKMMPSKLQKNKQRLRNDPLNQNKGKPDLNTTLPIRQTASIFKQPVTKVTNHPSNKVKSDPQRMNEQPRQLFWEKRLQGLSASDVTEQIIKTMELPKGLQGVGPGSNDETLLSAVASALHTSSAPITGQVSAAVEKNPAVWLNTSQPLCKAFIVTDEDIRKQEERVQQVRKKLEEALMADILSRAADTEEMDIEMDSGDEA
rCAG RNA binder: binds r(CAG) RNA repeats | 1.3% of 370,000 active | inhibition, % at 3 µM | r(CAG) RNA repeat, TO-PRO-1 dye displacement fluorescence;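 active means inhibition above the plate cutoff, the mean of all test compounds on that plate plus 3 SD, cut at about 35% in these data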;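 further: 0% = DMSO alone and 100% = 100 µM mitoxantrone as full dye displacement; higher means more dye released from RNA so lower well fluorescence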
ABHD4 inh: ABHD4 (mouse) inhibition, primary FP screen. Q8VD66. purified mABHD4, FP-Rh probe fluorescence polarization. inhibition, % at 8.92 µM. 0.54% of 370,000 active;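 active means inhibition exceeding the mean over every tested compound plus 3 SD, cut at about 30% in these data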;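 further: 0% = plate median of compound wells and 100% = S159A mutant with DMSO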
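Material: mouse ABHD4 enzyme, wild type; Benchmarks: S159A mutant high control, sample median low control; Buffer or medium: HEPES pH 7.0, NaCl, Pluronic buffer; Signal: fluorescence polarization; Read-out: percent inhibition of probe binding, normalized to plate controls; Timing: pre-incubation 45 min, probe exposure 60 min, at 25 °C; Dosing: 8.92 µM, single dose.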
HTRA1 inh: inhibitors of human serine peptidase HTRA1; inhibition, % at 5.96 µM; recombinant HTRA1, FP-rhodamine activity-based probe, fluorescence polarization; AID 504803; Q92743; 0.5% of 340,000 active; in the data active means inhibition above about 36%;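 further: 0% = enzyme with DMSO and 100% = wells lacking enzyme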
Active calls of the source: *; · = no result given. A portion of the library; count on the stated rates, not on these rows.

SMILES	PRMT1 FP inh	LEDGF integ inh	NPR2 activator	TCR-CD3 inh	TDP2 inh	SIAE inh	MBD2 inh	rCAG RNA binder	ABHD4 inh	HTRA1 inh
O=S(=O)(O)c1cc2oc(-c3ccccc3)nc2c2ccccc12	-2.1	3.7	-0.8	4.2	-3.7	-6.3	-3.5	25.9	6.5	-1.1
CCC[C@H](CN[C@@H](CNC)[C@H](C)CC)NCCc1cc(C(F)(F)F)cc(C(F)(F)F)c1	-2.0	3.9	-3.9	1.3	-5.4	9.3	-0.5	-1.3	27.0	4.2
COc1ccc(-n2nnnc2SCC(=O)N2CCOCC2)cc1	-2.1	0.7	3.3	-1.9	3.9	-1.8	3.2	-0.8	-0.4	5.4
O=C(CN1CCN(c2ccccc2O)CC1)Nc1ccnn1C1CCCC1	0.4	-2.5	3.8	1.2	1.1	-2.0	2.8	1.9	8.4	7.3
COc1ccc(-c2c(NC(=O)c3ccco3)n(-c3ccccc3)nc(C)c2=O)cc1	2.1	-1.9	1.6	-1.4	2.5	1.0	4.0	-0.3	0.9	1.1
COc1ccccc1-c1nnc(SC(C)C(=O)NCC2CCCO2)n1C (stereo unspecified)	10.2	-2.3	5.3	-0.7	-15.4	2.4	4.6	-2.7	-5.2	2.3
CC(C)N1CCC(N2CCN(CC#Cc3ccccc3)CC2CCO)CC1 (stereo unspecified)	-0.6	-1.2	0.4	5.9	1.2	5.6	2.4	0.4	-1.2	0.8
CC(C)CCOc1ccc(/C=N/N2C(=O)CSC2=S)cc1	6.6	3.8	-0.3	1.1	-3.8	4.3	0.1	22.5	7.7	-11.2
Cc1ccc(C(=O)NC(=S)Nc2ccc(S(=O)(=O)N(C)c3ccccc3)cc2)cc1	2.0	-0.9	-1.3	-1.2	-0.1	-11.8	2.4	4.4	5.6	1.0
O=C(CCn1nc(-c2ccccc2)ccc1=O)N1CCN(c2ccccn2)CC1	0.0	0.5	-5.3	-0.8	-1.4	4.6	-0.4	-3.0	7.9	6.4
COC(=O)C[C@@H]1CC[C@H]2[C@@H](COc3ccc(NC(=O)c4cc(C)on4)cc3C(=O)N2C)O1	0.0	0.2	0.9	·	3.0	3.6	1.8	-0.9	3.2	·
O=c1oc([C@@H](O)c2ccccc2)cc2ccccc12	1.9	3.1	-2.3	1.8	8.1	3.5	-1.1	2.5	-1.2	-5.4
CCCn1ncc2c(Nc3ccc(C)c(C)c3)ncnc21	0.0	5.5	3.9	5.5	14.3	-0.2	-5.4	-1.1	-2.8	-2.0
CCS(=O)(=O)N1CCC(C(=O)NCc2ccc(F)cc2Cl)CC1	-1.8	0.4	-0.8	3.8	4.0	-1.8	-3.4	-0.5	0.3	2.3
COC(=O)CCN(c1ccccc1)S(=O)(=O)c1cc(-c2cc(C)no2)ccc1OC	-2.0	-1.9	-2.3	1.8	13.2	-7.4	0.5	-0.7	1.3	-11.1
CCC(=O)N1CCN(c2ccccc2NC(=O)COc2cccc(C)c2C)CC1	-2.8	-0.2	-5.0	8.6	3.6	3.5	-9.3	-3.9	2.0	-9.5
CN(C)C(=O)c1cccn(Cc2ccc(C(F)(F)F)cc2)c1=O	-0.1	-1.4	0.9	1.0	-2.3	2.0	-1.1	-0.8	6.5	-1.6
CC(=O)Nc1ccc(C=NNc2nnc(NN=Cc3ccc(NC(C)=O)cc3)c3ccccc23)cc1	-2.3	-3.9	2.7	-2.5	3.9	-7.2	-4.3	4.2	8.4	-0.1
Cc1ccc(-c2nnc3n2N=C(c2ccc4ccccc4c2)CS3)cc1	-5.0	-0.1	1.1	·	-9.8	-6.2	3.4	9.3	-1.1	·
COc1cccc(CC(=O)Nc2ccccc2C(=O)N2CCOCC2)c1	-2.4	0.6	2.2	2.9	-4.5	1.9	-0.7	-1.6	-5.8	2.0
Cc1ccc(C(=O)OC(C)C(=O)N(C)C2CCCCC2)cc1S(=O)(=O)N1CCCCC1 (stereo unspecified)	1.4	-2.9	2.0	1.8	1.0	2.2	7.5	1.4	-0.9	-12.5
O=C(Nc1ccc(Cl)c(S(=O)(=O)N2CCOCC2)c1)c1ccncc1	1.6	-1.0	2.3	-0.6	4.3	-0.3	-3.5	5.5	-1.1	-3.0
Cc1cc(C)nc(/N=C(\N)Nc2ccc(S(=O)(=O)O)cc2)n1	-2.5	-3.4	-4.2	-3.2	8.6	0.9	1.9	-1.4	0.8	·
COc1cc(C=C2CCCC(=Cc3ccc(OCC4CO4)c(OC)c3)C2=O)ccc1OCC1CO1 (stereo unspecified)	-6.6	2.4	2.1	-3.9	5.5	-19.0	-1.1	4.8	-14.7	-58.5
Cc1ccc(OC(C)C(=O)Nc2ccncc2)cc1C (stereo unspecified)	0.4	-2.2	-0.8	1.2	0.4	-2.0	-3.3	-0.4	2.9	-3.0
CCOC(=O)Cc1csc(NC(=O)CC(C)(C)CC(=O)O)n1	-4.1	-2.4	6.1	-2.5	8.6	5.5	-3.3	0.0	0.3	4.0
COc1cccc(NC(=O)c2cccs2)c1	1.8	-4.2	-1.2	1.9	-0.2	-0.4	5.8	-1.5	1.5	-6.5
CCOC(=O)C1=CC[C@@H](c2ccccc2)N(S(=O)(=O)c2ccc(C)cc2)[C@H]1c1ccc(C#N)cc1	-5.1	-1.0	-3.9	6.2	-8.6	-0.7	2.4	8.2	-4.1	·
COc1ccc(CC(=O)Nc2ccncc2Cl)cc1	0.8	0.2	1.9	-0.2	20.7	1.9	-6.0	-1.1	1.2	4.6
Cc1cc(C)n2nc(C(=O)OCC(=O)Nc3cc(S(=O)(=O)N4CCOCC4)ccc3Cl)nc2n1	1.0	0.4	-1.9	-0.4	0.8	4.8	-3.6	4.2	3.0	1.7
CCc1ncc(CN2CCC(C(=O)Nc3cccc(-c4cscn4)c3)CC2)cn1	5.5	-1.6	-0.3	-2.7	0.7	0.3	4.0	-5.2	8.1	0.2
CC(=O)Nc1ccc(CN(C)c2c(C)nc3ccc(C(=O)N(C)Cc4ccco4)cn23)cc1	-4.7	3.5	0.4	3.9	-12.2	-5.4	-0.4	0.7	-7.2	·
O=C(O)CSC(NC(=O)c1cccnc1)(C(F)(F)F)C(F)(F)F	-1.2	1.6	0.2	11.6	7.1	3.6	2.0	-1.0	7.5	7.5
Cc1ccccc1CC(=O)Nc1ccc2c(C)cc(=O)oc2c1	1.8	-1.3	-2.6	-6.1	2.2	-0.6	2.4	1.9	-0.5	0.5
Cc1cc(C)cc(OCC(=O)N2CCCCCC2)c1	-0.7	-3.6	7.6	-1.7	-8.6	3.5	2.5	-0.1	3.8	-0.4
Cc1cccc2c(N)c3c(nc12)CCCC3 (tested in a mixture with another compound)	-0.1	0.3	-1.7	-3.0	5.5	-3.6	-2.7	3.5	3.9	11.1
CC(C)(Nc1ccccc1)C(=O)c1ccccc1	1.1	0.1	-1.5	5.4	2.6	5.7	-3.6	-3.8	0.9	1.0
N=C(N)SCc1cn2ccccc2n1	-0.5	-7.2	0.9	3.9	-12.1	3.1	-1.3	-2.9	-1.4	0.6
Cc1cc(/C=C2/C(=N)N3C(c4ccccc4)=CSC3=NC2=O)c(C)n1-c1ccc(Cl)cc1	0.9	-2.0	-0.6	-3.6	-8.1	-4.6	3.2	-1.2	4.4	-6.0
Cc1ccc(-c2nn(-c3ccccc3)cc2/C=N/NC(=O)c2ccc(Br)o2)cc1	-2.1	-0.8	6.0	-11.2	-9.6	-48.9	3.1	4.6	-9.2	-0.4
CC(=O)/C=C\c1ccc(OC(=O)c2cccnc2)cc1	-3.2	-2.3	-0.5	-6.0	11.6	-0.4	2.2	-2.8	6.1	-4.1
COc1ccc(/C=C(\C#N)C(=O)OCC(=O)NCc2ccccc2)cc1	-2.7	-1.8	-2.6	-3.8	-6.8	2.4	-0.9	2.5	1.9	3.1
CC(=O)Nc1ccc(S(=O)(=O)NNC(=O)c2sc(=S)n(C)c2C)cc1	-0.4	0.6	0.7	5.5	-8.5	-3.1	-2.1	5.7	4.5	4.0

Molecules listed so far that have an aryl methoxy group:
SMILES	PRMT1 FP inh	LEDGF integ inh	NPR2 activator	TCR-CD3 inh	TDP2 inh	SIAE inh	MBD2 inh	rCAG RNA binder	ABHD4 inh	HTRA1 inh
COc1ccc(-n2nnnc2SCC(=O)N2CCOCC2)cc1	-2.1	0.7	3.3	-1.9	3.9	-1.8	3.2	-0.8	-0.4	5.4
COc1ccc(-c2c(NC(=O)c3ccco3)n(-c3ccccc3)nc(C)c2=O)cc1	2.1	-1.9	1.6	-1.4	2.5	1.0	4.0	-0.3	0.9	1.1
COc1ccccc1-c1nnc(SC(C)C(=O)NCC2CCCO2)n1C (stereo unspecified)	10.2	-2.3	5.3	-0.7	-15.4	2.4	4.6	-2.7	-5.2	2.3
COC(=O)CCN(c1ccccc1)S(=O)(=O)c1cc(-c2cc(C)no2)ccc1OC	-2.0	-1.9	-2.3	1.8	13.2	-7.4	0.5	-0.7	1.3	-11.1
COc1cccc(CC(=O)Nc2ccccc2C(=O)N2CCOCC2)c1	-2.4	0.6	2.2	2.9	-4.5	1.9	-0.7	-1.6	-5.8	2.0
COc1cc(C=C2CCCC(=Cc3ccc(OCC4CO4)c(OC)c3)C2=O)ccc1OCC1CO1 (stereo unspecified)	-6.6	2.4	2.1	-3.9	5.5	-19.0	-1.1	4.8	-14.7	-58.5
COc1cccc(NC(=O)c2cccs2)c1	1.8	-4.2	-1.2	1.9	-0.2	-0.4	5.8	-1.5	1.5	-6.5
COc1ccc(CC(=O)Nc2ccncc2Cl)cc1	0.8	0.2	1.9	-0.2	20.7	1.9	-6.0	-1.1	1.2	4.6
COc1ccc(/C=C(\C#N)C(=O)OCC(=O)NCc2ccccc2)cc1	-2.7	-1.8	-2.6	-3.8	-6.8	2.4	-0.9	2.5	1.9	3.1

High-throughput results from PubChem.
